# TDP1 cell noCPT – qHTS for Inhibitors of human tyrosyl-DNA phosphodiesterase 1 (TDP1): qHTS in cells in absence of CPT | DT40 Tdp1-/- hTDP1 cells, no CPT, ATP luminescence, 48 h | hit rate 15% among 420,000 | Potency, µM (top dose mostly 46.2 µM), inactives show at the highest dose activity change, negative = growth inhibition, actives largely listed as inhibitors; also: nearly all actives have a fitted effect of over 55% in size
#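 DT40 Tdp1-/-;hTDP1 cells, no CPT (DMSO vehicle only), 400 cells/well; compounds pin-transferred; ≥48 hr, 37 °C; CellTiter-Glo 30 min RT dark, luminescence read.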
# GCN5L2 inh – blocks human GCN5L2 histone acetyltransferase; Q92830; GCN5L2 HAT assay, ThioGlo1 CoA-SH fluorescence; Potency, µM (series often up to 58.9 µM), inactives show at the highest dose activity change, negative = inhibition, usual class: inhibitors; hit rate 0.21% among 390,000; AID 504327
# Target sequence (Q92830 whole entry, looked up): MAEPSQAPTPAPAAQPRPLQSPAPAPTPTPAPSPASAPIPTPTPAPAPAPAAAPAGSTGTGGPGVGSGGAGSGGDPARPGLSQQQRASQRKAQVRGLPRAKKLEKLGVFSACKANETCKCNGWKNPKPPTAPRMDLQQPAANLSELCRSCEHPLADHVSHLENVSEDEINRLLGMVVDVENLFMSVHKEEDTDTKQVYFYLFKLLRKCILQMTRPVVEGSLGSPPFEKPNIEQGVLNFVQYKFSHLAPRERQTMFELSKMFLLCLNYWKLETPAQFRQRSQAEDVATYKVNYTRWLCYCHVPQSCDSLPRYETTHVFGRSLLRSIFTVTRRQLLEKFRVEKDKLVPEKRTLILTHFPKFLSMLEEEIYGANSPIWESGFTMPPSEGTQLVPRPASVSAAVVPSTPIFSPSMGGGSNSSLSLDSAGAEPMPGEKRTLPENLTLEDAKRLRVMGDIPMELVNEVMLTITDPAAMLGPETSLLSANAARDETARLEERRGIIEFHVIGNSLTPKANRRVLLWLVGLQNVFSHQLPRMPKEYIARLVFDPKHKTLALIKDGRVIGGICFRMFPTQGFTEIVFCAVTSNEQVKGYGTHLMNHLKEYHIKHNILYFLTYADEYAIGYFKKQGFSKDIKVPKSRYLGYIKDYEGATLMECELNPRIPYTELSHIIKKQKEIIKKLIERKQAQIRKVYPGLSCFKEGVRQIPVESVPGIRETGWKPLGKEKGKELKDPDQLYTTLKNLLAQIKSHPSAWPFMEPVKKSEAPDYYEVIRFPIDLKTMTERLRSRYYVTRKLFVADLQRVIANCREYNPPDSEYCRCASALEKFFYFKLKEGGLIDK
#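 Titration-based screen in which CoA formation is detected via maleimide probe ThioGlo1 (50uM) turning fluorescent on thiol reaction; substrates H3(1-25) 75uM and acetyl-CoA 70uM, GCN5L2 20nM, 20 min incubation at room temperature.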
# TDP1 cell CPT – DT40-hTDP1 cell growth loss with CPT; chicken DT40 Tdp1-/-;hTDP1 cells + 20 nM CPT, ATP luminescence, 48 h; Potency, µM (top dose mostly 46.2 µM), inactives show at the highest dose activity change, negative = growth inhibition, actives largely listed as inhibitors; hit rate 12% among 420,000; AID 686979; also: nearly all actives have a fitted effect of over 55% in size
#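 Cell growth measured by CellTiter-Glo luminescence after a minimum 48 h, 37 C compound exposure with 20 nM CPT in Tdp1-knockout DT40 cells stably expressing hTDP1, seeded 400/well; qHTS titration format.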
# * marks the source's active call; other numbers are inactive results; ? = inconclusive; . = not tested or not shown; & = joins results of further samples. Calls follow the shape of the dose curve; as a rule, active = well fitted curve in the direction sought with a large enough effect; inconclusive = small, poorly fitted or top-dose-only effect, or another doubt; inactive = no such curve, though single readings can be large; an effect the other way counts as inactive or inconclusive. % is scaled to controls: 0 for no effect and ±100 for the full control effect; potency is read from the fitted curve at half-maximal effect. An excerpt; rates above refer to the full screens.
# Below each SMILES: TDP1 cell noCPT, GCN5L2 inh, TDP1 cell CPT
C[C@H](CO)N1C[C@H](C)[C@H](CN(C)C(=O)Nc2ccccc2)OCc2cnnn2CCCC1=O
 : -13%, ., 8%
COc1cccc(CN(C(=O)Cc2c[nH]c3ccccc23)C(C(=O)NC2CCCCC2)c2cccs2)c1 (centres undefined)
 : -1%, -4%, -6%
COc1ccc(CN(C)C(=O)c2cc(S(=O)(=O)Nc3ccccc3F)ccc2C)c(OC)c1
 : -30%, -18%, -14%
Cc1cccc2cc(CN(Cc3cccs3)C3(c4nnnn4C4CCCC4)CCCC3)c(=O)[nH]c12
 : 21µM*, -5%, ?
O=C(/C=C/c1ccccc1)OCCN1C(=O)c2ccccc2C1=O
 : -4%, -2%, 0%
O=C(NC(=O)c1cccc(F)c1)Nc1nc(-c2ccc(F)cc2)cc(C(F)(F)F)n1
 : -26%, -5%, -1%
COc1ccc(-n2cc(C(=O)NCCc3cc(OC)ccc3OC)c3ccccc3c2=O)cc1
 : 21µM*, -8%, 16µM*
COc1ccccc1/C=C1\SC(=S)N(CC(=O)NC2CCS(=O)(=O)C2)C1=O (centres undefined)
 : 7%, -11%, -18%
COc1ccc(C(=O)OCC(=O)N2CCN(C(=O)c3ccco3)CC2)cc1OC
 : -2%, 1%, 22%
O=C1CC[C@@]23/C=C/C(=O)NCCCCNCCCNC(=O)/C=C/c4ccc(c2c4)OC3C1 (some centres undefined)
 : -3%, -3%, 10%
COC1=C/C(=C/c2c(N)n3c(nc2=O)sc2cc(S(C)(=O)=O)ccc23)C=CC1=O
 : ?, -11%, -14%
Nc1ccccc1-c1nnn(CC(=O)Nc2ccc3c(c2)OCCO3)n1
 : 1%, -2%, -16%
CN(CC(=O)N1CCN(c2ccccc2)CC1)S(=O)(=O)c1cnc[nH]1
 : 2%, 23%, 2%
COc1ccccc1CNC(=O)CN1CCN(S(=O)(=O)c2cccs2)CC1
 : ?, -1%, -7%
CC(NS(=O)(=O)c1ccc2c(c1)CCN2C(=O)CCCC(=O)O)c1ccccc1 (centres undefined)
 : -7%, -3%, 3%
COc1cc(OC)c(OC)cc1/C=C/c1nc2ccccc2c(=O)n1-c1ccc(Br)c(C)c1
 : ?, -22%, ?
CC(C)(C)NC(=O)C(c1ccncc1)N(C(=O)c1csnn1)c1ccccc1 (centres undefined)
 : -4%, -3%, -10%
Cc1cccc(S(=O)(=O)N(C)C[C@H]2OCc3cnnn3CCCC(=O)N([C@H](C)CO)C[C@H]2C)c1
 : 5%, ., 2%
Cc1ccc(CN2CCCCC2C(=O)Nc2ccc(Oc3cccnc3)cc2)o1 (centres undefined)
 : 7.3µM*, -7%, 5.2µM*
CCOC(=O)c1c(-c2ccccc2)csc1NC(=O)c1cc(-c2ccc(F)cc2)on1
 : 6%, -5%, 4%
CSc1ccc(CN(C)CC(=O)Nc2ccccc2Br)cc1
 : ?, -2%, 23µM*
Cc1ccc(NC(=O)CNC(=O)c2cccc(Cl)c2)nc1
 : ?, 0%, -19%
Cc1cccc(N(C(=O)c2csnn2)C(C(=O)NCc2ccccc2)c2ccncc2)c1 (centres undefined)
 : -21%, 3%, -22%
O=C(c1cc(-c2ccc(Cl)s2)nc2ccccc12)N1CCOCC1
 : -24%, ?, -5%
COc1ccc(S(=O)(=O)N2CCOCC2)cc1NC(=O)CSc1nnc2n1CCCCC2
 : -2%, 1%, -1%
O=P(O)(CCc1ccccc1)CN1CCCCC1
 : 1%, -1%, 5%
Cc1ccc(NS(=O)(=O)c2cccc(C(=O)NC3CC3)c2)c(C)c1
 : -14%, -5%, -20%
COc1cccc(C(=O)N/N=C(\CC(C)C)c2ccccc2)c1
 : ?, 2%, ?
CNS(=O)(=O)c1cn(CC(=O)Nc2ccc(C)cc2C)cc1S(=O)(=O)NC
 : -4%, -4%, -5%
O=C(CCC(=O)OCc1cccc([N+](=O)[O-])c1)Nc1ccccc1Cl
 : 18%, -8%, 14%

# Below each SMILES: TDP1 cell noCPT, GCN5L2 inh, TDP1 cell CPT
Brc1c(CSc2nnc(-c3ccco3)o2)nc2ccccn12
 : -19%, -5%, 3%
O=C1NC(=O)C2(Br)Nc3ccc(Br)cc3C(=O)C2N1 (centres undefined)
 : 0%, ., -12%
Cc1onc(-c2ccccc2)c1C(=O)OCC(=O)Nc1cccc(Cl)c1
 : ?, -13%, ?
CC1SC(C)C(=O)N(CC(=O)Nc2ccc([N+](=O)[O-])cc2)C1=O (centres undefined)
 : -4%, -5%, -3%
C/C(=C\C(=O)c1ccc(F)cc1)Nc1ccc(N2CCOCC2)cc1
 : -27%, -2%, -3%
O=C1NC[C@H](CCCCN2C[C@H](Cc3ccc(O)cc3)N(CCc3ccccc3)C(=O)C2=O)N(Cc2ccccc2)C1=O
 : -17%, ., -6%
COc1ccc(NC(=O)/C(=C\c2cccs2)NC(=O)c2ccco2)cc1
 : ?, -11%, ?
O=C(CSc1nnc(CNC(=O)c2cccs2)o1)Nc1cccc(Cl)c1
 : 12%, -3%, -23%
Cc1ccccc1-c1cc2nccc(-c3cc(Cl)ccc3O)n2n1
 : ?, 0%, -27%
O=c1ccc(-c2ccc(S(=O)(=O)Nc3cccc(F)c3)o2)n[nH]1
 : 4%, -5%, -8%
COc1ccc(-c2nc3cnc(N4CCNCC4)nc3n(Cc3cccc(OC)c3)c2=O)cc1
 : 4.6µM*, -23%, 6.5µM*
COc1ccc(N(CC(=O)Nc2ccccc2C)S(=O)(=O)c2ccccc2[N+](=O)[O-])c(OC)c1
 : ?, 3%, ?
Oc1ccc(Cl)cc1CNc1nccs1
 : -19%, 1%, -1%
COc1cccc(-n2ccnc2SCC(=O)Nc2ccccc2)c1
 : 8.2µM*, -10%, 5.8µM*
COC(=O)c1ccc(NC(=O)c2ccc(NC(=O)c3ccco3)cc2)cc1
 : -15%, ?, -28%
Cc1ccc(OCCN2CCC2(C)C(=O)NCc2ccc(C(F)(F)F)cc2)cc1 (centres undefined)
 : 21µM*, ., ?
COc1ccc(S(=O)(=O)N/N=C\c2ccc(OC)c(COc3ccc(C)cc3[N+](=O)[O-])c2)cc1
 : ?, -1%, ?
CCOC(=O)C1CCCN(C(=O)Cc2c(F)cccc2Cl)C1 (centres undefined)
 : -10%, -9%, -21%
COC(=O)[C@]12CCCCC=C1N(CCC1=CCCCC1)C(=O)[C@H](CC(=O)N1CCSCC1)C2
 : 16µM*, ., ?
O=C(O)C1(S(=O)(=O)c2ccc(Cl)cc2)CCC1
 : -12%, 0%, -12%
CCCNC(=O)c1cccc(S(=O)(=O)N2CC3(C)CC2CC(C)(C)C3)c1 (centres undefined)
 : ?, -1%, ?
CC(C)(C)N=Cc1c(O)ccc2oc3c(c12)CCCC3
 : -1%, 18%, -12%
CC(=O)c1c(C)[nH]c(C(=O)OCCCCN2C(=O)c3ccccc3C2=O)c1C
 : 4.1µM*, 20%, 8.2µM*
O=C(NCCN1CCN(C(=O)C(c2ccccc2)c2ccccc2)CC1)C(=O)Nc1ccccc1
 : -29%, -6%, ?
CCOC(=O)C1CCCN(CCC(=O)Nc2cccc(Cl)c2C)C1 (centres undefined)
 : 3%, -16%, ?
O=C(NC1CC1)C1=C[C@@H](C2CC2)C[C@@H](OCCCCO)O1
 : -1%, ., -1%
CN1Cc2ccccc2CC1CNCc1c(C(=O)N2CCCC2)nc2ccccn12 (centres undefined)
 : -15%, -8%, -6%
CC(=O)c1cccc(S(=O)(=O)Nc2ccccc2N2CCOCC2)c1
 : -4%, -7%, 7%
C[C@@H]1CN([C@@H](C)CO)C(=O)Cc2cc(NC(=O)Nc3cccc4ccccc34)ccc2O[C@@H]1CN(C)S(C)(=O)=O
 : -28%, 0%, ?
CC(C)CN(CCCNC(=O)CN1N=C(c2ccccc2)CCC1=O)CC(C)C
 : -4%, -1%, 1%

# Brought forward from above: two entries, followed by the next part.
# Below each SMILES: TDP1 cell noCPT, GCN5L2 inh, TDP1 cell CPT
C[C@@H]1CN([C@@H](C)CO)C(=O)Cc2cc(NC(=O)Nc3cccc4ccccc34)ccc2O[C@@H]1CN(C)S(C)(=O)=O
 : -28%, 0%, ?
CC(C)CN(CCCNC(=O)CN1N=C(c2ccccc2)CCC1=O)CC(C)C
 : -4%, -1%, 1%
c1ccc(-c2nc3ccccc3[nH]2)nc1
 : 16µM*, 0%, ?
COc1cc(Cl)c(C)cc1NCC(=O)Nc1cccc(S(=O)(=O)N2CCCC2)c1
 : ?, -9%, ?
CCc1ccc(C2CC(c3cccc(Cl)c3)n3nc(N)nc3N2)cc1 (centres undefined)
 : 15µM*, 0%, 15µM*
CC(=O)Nc1ccc(NC2=CC(=O)c3ccccc3C2=O)cc1
 : -6%, 17%, 13%
O=C1c2ccccc2C(=O)c2c(Nc3ccc(CCO)cc3)ccc(O)c21
 : 16µM*, -3%, ?
Cc1ccc2nc(-c3ccc(NC(=S)NCCC(C)C)cc3)sc2c1
 : ?, ., 0%
CCOC(=O)C1CCN(C(=O)CN2c3ccc(CC)cc3-c3ccccc3S2(=O)=O)CC1
 : ?, -6%, ?
CCN(CC)S(=O)(=O)c1ccc(/C=C/C(=O)OCC(=O)N(C)C)cc1
 : -5%, -3%, 5%
COc1ccc2c(C)c(Cl)c(=O)oc2c1
 : -13%, -18%, -14%
COc1ccc(-c2nc(N)ncc2-c2ccc(Cl)cc2)c(O)c1
 : ?, -1%, ?
Cc1cccc(NC(=S)NCC(c2cccnc2)N2CCOCC2)c1 (centres undefined)
 : 1%, -6%, -3%
O=C(CSc1ncccn1)NC(=O)NC1CCCC1
 : 4%, ., -1%
COc1ccc(N2CCN(C(=O)C3CCCN(S(=O)(=O)c4ccc5c(c4)oc(=O)n5C)C3)CC2)cc1 (centres undefined)
 : 10µM*, -17%&-6%, 12µM*
Cc1ccc(C(O)c2ncc(-c3ccccc3F)[nH]2)cc1F (centres undefined)
 : ?, ., ?
CCCc1cc(=O)[nH]c(SCC(=O)Nc2sc3c(c2C#N)CCCC3)n1
 : 12%, -6%, -9%
Cc1cc(C)c2nc(SCCc3ccccc3)nc(C)c2c1
 : ?, 0%, -15%
Cc1cc(NC(=O)c2cccc(S(=O)(=O)N3CC(c4ccccc4)CC3=O)c2)no1 (centres undefined)
 : -23%, -6%, ?
Cn1c(Cn2c(=O)sc3ccccc32)nnc1SCC(=O)NCc1ccccc1
 : ?, 3%, ?
O=C(/C=C\c1ccc2c(c1)OCO2)NC1CC(=O)N(c2ccc(Cl)cc2)C1 (centres undefined)
 : -21%, 4%, -2%
CCc1ccc(C2CC(=O)c3c([nH]c(C(=O)OC4CCC(C)CC4)c3C)C2)cc1 (centres undefined)
 : ?, -4%, 4%
O=C(Cc1ccccc1)Nc1ccc2c(c1)OC1(CCCC1)O2
 : ?, -4%, ?
Cc1cccc(OCc2nnc(SCC(=O)N3CC(=O)Nc4ccccc43)o2)c1
 : -26%, -7%, -8%
C/C(=C/c1ccccc1)C(=O)N1CCN(c2ccccc2)CC1
 : 11%, -10%, -20%
COc1ccc(OC)c(/C(O)=C/C(=O)C(=O)Nc2cc(C)cc(C)c2)c1
 : 18µM*, -11%, ?
O=C(NCC1COCCO1)c1cc(COc2ccc(F)cc2F)on1 (centres undefined)
 : -10%, 0%, -19%
CC(Nc1ncnc2c1cnn2-c1cccc(Cl)c1)c1ccccc1 (centres undefined)
 : ?, -1%, ?
CCCn1c(SCC(=O)N2CCN(CC)CC2)nc2c1c(=O)n(C)c(=O)n2C
 : -19%, -1%, -13%
Cc1ccc(NCC(=O)Nc2ccc(F)c(Cl)c2)cc1S(=O)(=O)N1CCOCC1
 : 21µM*, ., ?

# Structures from the list above that have two or more sulfur atoms:
# Below each SMILES: TDP1 cell noCPT, GCN5L2 inh, TDP1 cell CPT
COc1ccccc1/C=C1\SC(=S)N(CC(=O)NC2CCS(=O)(=O)C2)C1=O (centres undefined)
 : 7%, -11%, -18%
COC1=C/C(=C/c2c(N)n3c(nc2=O)sc2cc(S(C)(=O)=O)ccc23)C=CC1=O
 : ?, -11%, -14%
COc1ccccc1CNC(=O)CN1CCN(S(=O)(=O)c2cccs2)CC1
 : ?, -1%, -7%
COc1ccc(S(=O)(=O)N2CCOCC2)cc1NC(=O)CSc1nnc2n1CCCCC2
 : -2%, 1%, -1%
CNS(=O)(=O)c1cn(CC(=O)Nc2ccc(C)cc2C)cc1S(=O)(=O)NC
 : -4%, -4%, -5%
O=C(CSc1nnc(CNC(=O)c2cccs2)o1)Nc1cccc(Cl)c1
 : 12%, -3%, -23%
Cc1ccc2nc(-c3ccc(NC(=S)NCCC(C)C)cc3)sc2c1
 : ?, ., 0%
CCCc1cc(=O)[nH]c(SCC(=O)Nc2sc3c(c2C#N)CCCC3)n1
 : 12%, -6%, -9%
Cn1c(Cn2c(=O)sc3ccccc32)nnc1SCC(=O)NCc1ccccc1
 : ?, 3%, ?

# High-throughput results from PubChem BioAssay.
